Screening data deposited in PubChem BioAssay by National Center for Advancing Translational Sciences (NCATS).
EPAC2 agonist – qHTS for Agonist of cAMP-regulated guanine nucleotide exchange factor 4 (EPAC2): primary screen; Rap guanine nucleotide exchange factor 4 (Homo sapiens), Q8WZA2; EPAC2 activation, biochemical qHTS; response scale: 100% = 6.5 mM cAMP response; Potency, µM (top dose mostly 154 µM), without a hit: top-dose activation, most hits filed as activators; 360,000 tested, 0.079% active; further: potency means the concentration at half of the fitted maximal effect; nearly all actives have a fitted effect of over 50% in size
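Compounds were titrated in qHTS against a Rap1B-BODIPY-GDP (250 nM) complex with EPAC2 (100 nM) and GDP (50 uM). BODIPY-GDP release tracked at 480/540 nm over 30 min at room temperature, normalized to 6.5 mM cAMP.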
CCT chaperon mod – High-Throughput Screening for Modulators of Cytosolic Chaperonin Activity; purified chaperonin ATPase assay, HTRF ADP detection, 30 min; activity change, % (no concentration beside the values), hits read low; 360,000 tested, 0.3% active; in the data active means activity change below about -30%; further: on the % scale 0 is the no-effect control and ±100 the full control effect
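Nucleotide hydrolysis assay: TRiC at 20–40 nM final (set by batch activity) with 10 uM ATP, 30 min at 37 °C, in presence of 76 uM compound. Detection by competitive ADP HTRF, 30 min ambient.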
PLK1 PBD inh – qHTS for Inhibitors of PLK1-PDB (polo-like kinase 1 - polo-box domain): Primary Screen. Plk1 PBD binding of FITC phosphopeptide, fluorescence polarization. Potency, µM, inactives show max response, negative = inhibition, hits mostly inhibitors. 360,000 tested, 2.8% active. AID 720504, 2013; further: potency means the concentration at half of the fitted maximal effect; series mostly up to about 57 µM; on the % scale 0 is the no-effect control and ±100 the full control effect; nearly all actives have a fitted effect of over 65% in size
EPAC1 antag – qHTS for Antagonist of cAMP-regulated guanine nucleotide exchange factor 3 (EPAC1): primary screen; Rap guanine nucleotide exchange factor 3 (Homo sapiens), O95398; EPAC1 GEF assay, Rap1b-BODIPY-GDP exchange fluorescence; Potency, µM (top dose mostly 115 µM), for the others: at the highest dose activity change, negative = inhibition, usual class: inhibitors; 360,000 tested, 0.14% active;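 further: potency means the concentration at half of the fitted maximal effect; plate controls were vehicle for no effect and positive control for full effect; nearly all actives have a fitted effect of over 50% in size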
EPAC1 ag – qHTS for Agonist of cAMP-regulated guanine nucleotide exchange factor 3 (EPAC1): primary screen | EPAC1 agonist qHTS, biochemical assay; response scale: 100% = response to 6.5 mM cAMP | Potency, µM (series often up to 154 µM), without a hit: top-dose activation, actives largely listed as activators | 360,000 tested, 0.073% active | AID 720707, 2013; further: potency means the concentration at half of the fitted maximal effect; nearly all actives have a fitted effect of over 60% in size
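EPAC1 100 nM, Rap1B–BODIPY-GDP 250 nM, unlabeled GDP 50 uM; compound titration; 5 min RT; kinetic read ex480/em540 at 5-min intervals ×30 min; data normalized to 6.5 mM cAMP agonist control.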
WRN helicase inh – qHTS for Inhibitors of WRN Helicase | Bifunctional 3'-5' exonuclease/ATP-dependent helicase WRN (Homo sapiens), Q14191 | WRN helicase unwinding, fluorescent forked duplex, kinetic | Potency, µM (series often up to 114 µM), for the others: at the highest dose activity change, negative = inhibition, usual class: inhibitors | 360,000 tested, 0.46% active | AID 651768, 2012; further: potency means the concentration at half of the fitted maximal effect; on the % scale 0 is the no-effect control and ±100 the full control effect; nearly all actives have a fitted effect of over 55% in size
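Primary qHTS, 1536-well format. 20 nM WRN + compound, 15 min RT; start with 100 nM forked fluorophore/quencher duplex, 2 mM ATP (final); kinetic read ex 525/em 598 nm.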
PI5P4K alpha inh – qHTS for Inhibitors of phosphatidylinositol 5-phosphate 4-kinase (PI5P4K). Phosphatidylinositol 5-phosphate 4-kinase type-2 alpha (Homo sapiens), P48426. PI5P4Kalpha enzyme, ADP-Glo luminescence, 60 min; stronger effect = lower value. max response, %. 330,000 tested, 1.2% active. AID 652105, 2013; active means max response of -50% or lower; inconclusive means between -30% and -50%; inactive means -30% or higher; further: value at the top dose of about 77 µM; on the % scale 0 is the no-effect control and ±100 the full control effect
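qHTS, 1536-well: enzyme/substrate mix, compound by pin tool, 5 microM ATP final; RT 60 min; ADP-Glo reagents 1 (45 min) then 2 (30 min); luminescence.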
IL-2 act – qHTS of IL-2 Activators; IL-2 activation reporter assay, cell-based qHTS; stimulated with anti-CD3/CD4/CD28 beads; in transgenic mouse T cells; activation, % (series mostly up to about 46 µM); 360,000 tested, 0.065% active; in the data active means activation above about 50%; inconclusive means mostly about 30% to 49%; further: 0% is about no effect
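Screening format: compound pinned onto unstimulated transgenic mouse T cells, 60 min incubation, then anti-CD3/anti-CD4/anti-CD28 bead stimulation for 18 hours at 37 degrees C, followed by EGFP and DsRed detection.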
* hit, by the source's call; ? = inconclusive; · = no result given; [ ] = remark or other dose. Unless noted, the call rests on the fitted dose curve; in most records, active means well fitted curve in the direction sought with a large enough effect; inconclusive means small, poorly fitted or top-dose-only effect, or another doubt; inactive means no such curve, though single readings can be large; an effect the other way counts as inactive or inconclusive. Not all compounds are listed. The share of hits here may be higher or lower than overall.

Compound,EPAC2 agonist,CCT chaperon mod,PLK1 PBD inh,EPAC1 antag,EPAC1 ag,WRN helicase inh,PI5P4K alpha inh,IL-2 act
Cc1ccc(C(=O)O)cc1S(=O)(=O)N1CCOCC1,5%,-3.9,2%,7%,-1%,8%,·,-2.0
O=C(O/N=C/c1ccc(Cl)cc1)C1CCCCC1,8%,-0.7,2%,-4%,-2%,-3%,-15,-6.9
Cc1cc(C)cc(OCC(=O)NNC(=O)c2cc(C)[nH]n2)c1,7%,0.6,-17%,2%,5%,-4%,-12,0.2
COC(=O)N/N=C\c1ccc(OC/C=C/c2ccccc2)c(OC)c1,5%,0.3,-5%,-27%,-2%,4%,-2,-3.8
Cc1ccc(NC(=O)C/C(N)=N/O)cc1C,4%,-16,-1%,14%,-3%,5%,·,-1.6
O=C(CCSCc1cccc(Cl)c1)NCCC1=CCCCC1,18%,3.2,-3%,-7%,2%,4%,-6,-1.8
Cc1cccc(NS(=O)(=O)c2cccc(C(=O)NNC(=O)c3ccccc3O)c2)c1,-16%,-0.5,-5%,-26%,-14%,-24%,-20,-3.2
Cc1ccc(CNC(=O)C2CCC(CNc3nc(=S)[nH]c4ccccc34)CC2)cc1 (centres undefined),12%,-4.1,-10%,?,-4%,-3%,1,-5.5
O=C1CCCC2=C1C(c1cccc(Br)c1)n1nc(-c3ccco3)nc1N2 (centres undefined),8%,-0.5,-4%,8%,-13%,-6%,-3,-2.2
Cc1cc(C)c(C)c(S(=O)(=O)N2CCN(C(=O)c3ccccn3)CC2)c1C,7%,2.4,-11%,-24%,9%,-7%,6,-0.2
COc1ccc(C(C)NC(=O)c2cccc([N+](=O)[O-])c2)cc1OC (centres undefined),8%,-3.8,-3%,-7%,-2%,10%,-1,-1.8
COc1ccc(NS(=O)(=O)c2ccc(F)c(Cl)c2)cn1,7%,-0.4,?,11%,23%,9%,-7,3.6
CC(C)(C)Cc1c(-c2ccc(Cl)cc2)nc2ccc(Br)cn12,-3%,0.7,1%,-24%,-11%,-6%,0,-2.9
c1ccc(SSc2ccccn2)nc1,19%,-2.4,0.67µM*,-3%,-5%,22µM*,-23,-4.2
CN1CCN(c2ccc(S(=O)(=O)N3CCOCC3)cc2NC(=O)CC(C)(C)C)CC1,9%,-0.5,-14%,2%,7%,4%,-1,0.1
CC(=O)Nc1ccc(-c2csc(NC(=O)Cc3ccccc3F)n2)cc1,17%,0.3,-4%,-28%,9%,-3%,?,-3.7
CC(c1ccccn1)N(CCN(C)C)C(=S)Nc1ccccc1F (centres undefined),1%,1.7,0%,3%,-3%,2%,·,-3.0
COc1cc2cc(C)c(SCC(=O)N3CCOCC3)nc2cc1OC,5%,-3.1,-1%,8%,12%,-13%[57.1 µM],·,-3.2
C=CCNCCOc1c(C)cc(C)cc1Cl,4%,-1.4,-17%,1%,14%,-11%,-1,0.3
COc1ccc(Cc2n[nH]c(=S)o2)cc1,2%,-0.5,-21%,-16%,10%,-31%,-28,-2.0
CCN(CC)c1ccc(NC(=O)c2c(OC)cccc2OC)c(C)c1,3%,0.8,-5%,6%,-3%,-1%,2,-2.9
CCOP(=O)(OCC)C(NC(=O)Nc1cccc(Cl)c1)C(N)=O (centres undefined),14%,-0.1,-9%,-26%,-5%,8%,1,-0.1
O=C(NCC(=O)N1CCN(Cc2ccccc2)CC1)c1ccc(Br)o1,3%,-0.2,2%,-14%,1%,8%,-11,-2.0
Cc1ccc(CN2CCN(/N=C/c3cc(Br)ccc3F)CC2)cc1,1%,1.1,8%,-2%,-4%,-4%,12,-0.4
CNCc1cc(Br)c(OCC(=O)Nc2ccccc2OC)c(OC)c1,4%,-2.5,-1%,0%,6%,7%,3,0.4
O=C(COC(=O)Cc1ccccc1)NCc1ccc2c(c1)OCO2,12%,0.2,-2%,-9%,2%,-15%,-6,-0.6
CC(=O)c1c(C)nc2ccccn12,12%,-19,-7%,2%,-2%,0%,8,-0.6
COc1cc2c(C(=O)N3CCN(C)CC3)c(CSc3ccccc3)n(C)c2cc1Br,12%,0.5,-7%,-12%,-5%,-15%,34,-3.8
Cc1ccccc1C(=O)Nc1nnc(-c2cccnc2)o1,5%,-0.8,-1%,7%,1%,-21%,-15,1.0
COc1cc(C(=O)OCC(=O)N2CCNC2=O)cc(Cl)c1OC,15%,-0.9,-4%,7%,8%,1%,9,-0.9

Overlap with the part before: two entries, then new ones.
Compound,EPAC2 agonist,CCT chaperon mod,PLK1 PBD inh,EPAC1 antag,EPAC1 ag,WRN helicase inh,PI5P4K alpha inh,IL-2 act
Cc1ccccc1C(=O)Nc1nnc(-c2cccnc2)o1,5%,-0.8,-1%,7%,1%,-21%,-15,1.0
COc1cc(C(=O)OCC(=O)N2CCNC2=O)cc(Cl)c1OC,15%,-0.9,-4%,7%,8%,1%,9,-0.9
O=C(CNC(=O)C1CCCCC1)OCC(=O)c1cccc(Cl)c1,2%,-0.7,-14%,-7%,10%,4%,0,0.0
CCn1c(SCC(=O)Nc2nc3ccccc3s2)nc2c(c1=O)SC(C)C2 (centres undefined),6%,-3.0,-4%,-27%,12%,-31%,-7,-0.4
CCN1CCN(CC(=O)Nc2cccc(C)c2)C(=O)C1=O,16%,-1.1,0%,2%,-7%,1%,1,-1.7
c1ccc(CN2CCC3(CC2)Nc2ccccc2CO3)cc1,7%,-3.4,-23%,-10%,6%,-4%,·,-0.9
CSc1nc(SCC(=O)NCc2ccco2)c2c3c(sc2n1)COC(C)(C)C3,-4%,0.0,-16%,-2%,-13%,-23%[57.1 µM],·,3.1
O=C(NC(Cc1ccc(O)cc1)C(=O)O)/C(=C/c1ccccc1)NC(=O)c1ccccc1 (centres undefined),14%,1.0,-5%,5%,-9%,-21%,-7,-0.6
O=C(c1ccccc1)N1CCN(C(=O)N2CCOCC2)CC1,-14%,-0.2,-1%,2%,-13%,2%,·,-1.1
CN(C(=O)c1cc(COc2c(F)cccc2F)on1)C1CCOC1 (centres undefined),0%,-0.5,-5%,-24%,-9%,8%,-7,-0.8
COC(=O)c1sc(S(=O)(=O)N2CCN(c3ccc(OC)cc3)CC2)c(C(=O)OC)c1C,13%,-1.3,-8%,0%,8%,-3%,·,-0.4
CC1(C(=O)Nc2ccc3c(c2)OCO3)CCN1Cc1ccccc1OC(F)F (centres undefined),5%,-2.0,4%,-16%,-4%,-1%,-4,-0.6
CCN(CC)c1ccc(C(=O)NNC(=O)C2CCN(c3ncnc4sc(C)c(C)c34)CC2)cc1,2%,-1.3,5%,-3%,8%,4%,1,-1.9
COc1ccc(S(=O)(=O)N(C)C)cc1NCC(=O)Nc1cccc(C#N)c1,8%,0.5,1%,10%,12%,-7%,8,-0.5
O=C(O)c1cc(NCc2ccc(F)cc2)ccc1N1CCOCC1,3%,-4.6,-9%,6%,-6%,-12%,4,1.1
CNC(=O)OCc1cocc1COC(=O)NC,11%,-0.3,-13%,-12%,4%,-4%,-4,-0.3
O=C(NS(=O)(=O)Oc1ccc(Cl)cc1)OC[C@@H]1CCCN2CCCC[C@H]12,2%,0.4,-3%,-11%,6%,-27%[57.1 µM],2,4.9
O=[N+]([O-])c1ccc(-c2nc(-c3cccs3)c(-c3cccs3)[nH]2)cc1,3%,-1.3,16%,-19%,1%,-17%,-12,-0.6
Cc1cc(NC(=O)COc2ccccc2C)ccc1NC(=O)c1ccco1,17%,-1.3,-14%,20%,6%,7%,1,0.3
C1=CC(c2cc3ccccc3o2)OC(CCc2ccccc2)C1 (centres undefined),-1%,-0.7,5%,-5%,-20%,-7%,11,0.0
O=C(COc1ccc2ccccc2c1Br)Nc1cccnc1,-2%,0.0,0%,12%,-7%,-1%,5,-2.3
COc1ccc(-c2nc(CN3CCC(c4ccccc4)CC3)c(C)o2)cc1OC,5%,-0.9,-8%,2%,3%,-2%,-1,-1.3
CN1CCN(/N=C/c2c3ccccc3c(Cl)c3ccccc23)CC1,-2%,1.9,-4%,-19%,9%,-3%,28,-0.9
O=C(Nc1nnc([C@H]2C[C@H](O)[C@@H](CO)O2)s1)c1cccc(Cl)c1,0%,-0.1,-11%,-10%,-4%,7%,-29,-0.2
CC(C)Nc1ncnc2c1cnn2-c1ccc(Cl)cc1,4%,-1.2,0%,-9%,-6%,-9%,·,-1.2
O=C(Cn1cnc2ccccc2c1=O)Nc1cccc(S(=O)(=O)N2CCCCC2)c1,10%,-0.7,27µM*,4%,10%,1%,1,-0.7
C(=N\n1cnnc1)/c1cn(Cc2ccccc2)c2ccccc12,5%,-2.6,-1%,10%,2%,1%,·,-1.2
CCOc1ccc(S(=O)(=O)NC(=O)c2ccccc2)cc1,10%,-2.8,-15%,-17%,0%,5%,-3,-1.3
CSCC[C@H](NC(=O)[C@@H]1CSC2c3ccccc3C(=O)N21)C(=O)NCc1ccco1 (some centres undefined),1%,1.0,-9%,-8%,-4%,6%,0,-0.3
